High-throughput results (PubChem)
Exocytosis inh: blocks lytic granule exocytosis | inhibition, % at 10 µM | TALL-104 LAMP-1 surface exposure, flow cytometry; cells stimulated with thapsigargin and PMA | actives 0.66% (n = 360,000);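 active = inhibition above about 55%, limit read from the data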
ABHD5 PLIN5 PPI: inhibitors of human ABHD5-perilipin-5 interaction. inhibition, % at 4 µM. AID 602281. actives 0.78% (n = 360,000). Split G. princeps luciferase complementation, luminescence, 4 h. Q00G26+Q8WTS1;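 active = inhibition above the mean inhibition across every tested compound plus 3 SD, cut at about 22% in these data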;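 note: 0% = DMSO only wells and the 100% control is not disclosed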
Target sequence (Q00G26 whole entry, looked up): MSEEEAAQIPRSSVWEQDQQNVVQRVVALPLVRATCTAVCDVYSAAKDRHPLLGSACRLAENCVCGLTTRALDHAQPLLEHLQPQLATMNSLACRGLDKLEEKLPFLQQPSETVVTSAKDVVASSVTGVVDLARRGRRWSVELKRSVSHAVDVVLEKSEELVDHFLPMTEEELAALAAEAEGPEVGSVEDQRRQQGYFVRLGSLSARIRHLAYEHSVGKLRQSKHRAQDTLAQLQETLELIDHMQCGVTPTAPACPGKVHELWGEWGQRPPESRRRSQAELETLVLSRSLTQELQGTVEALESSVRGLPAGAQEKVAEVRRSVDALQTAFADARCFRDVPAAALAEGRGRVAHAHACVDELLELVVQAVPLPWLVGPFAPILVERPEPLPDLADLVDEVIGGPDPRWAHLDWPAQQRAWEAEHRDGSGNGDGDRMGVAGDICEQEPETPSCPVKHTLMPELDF
Target sequence (Q8WTS1 whole entry, looked up): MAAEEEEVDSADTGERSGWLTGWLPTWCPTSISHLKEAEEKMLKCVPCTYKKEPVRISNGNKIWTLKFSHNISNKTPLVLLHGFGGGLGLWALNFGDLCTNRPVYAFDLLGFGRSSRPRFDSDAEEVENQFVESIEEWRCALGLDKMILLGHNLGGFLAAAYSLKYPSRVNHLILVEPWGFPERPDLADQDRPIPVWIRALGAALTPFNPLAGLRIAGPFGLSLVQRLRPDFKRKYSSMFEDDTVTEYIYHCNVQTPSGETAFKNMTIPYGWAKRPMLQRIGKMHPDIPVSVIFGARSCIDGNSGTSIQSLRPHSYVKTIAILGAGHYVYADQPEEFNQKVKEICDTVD
N-glyco inh: blocks N-linked glycosylation in D54 reporter cells. actives 0.23% (n = 360,000). D54 ERlucT glycosylation luciferase reporter, 24 h; percent of 100 nM tunicamycin response. reporter increase, % at 12.5 µM;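 active = mean luciferase reporter signal, scaled so untreated is 0 and the glycosylation-blocking control 100, at or above a set limit in every replicate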;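 note: luciferase carries N-glycosylation sites so blocking glycosylation raises the light; 0% = median of neutral control wells and 100% = median of 100 nM tunicamycin wells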
ABCB6 inh MLPCN: human ABCB6 transporter inhibition. K562-ABCB6 porphyrin accumulation, flow cytometry, 1 h; hits give low values. fluorescence ratio to DMSO, % at 10 µM. actives 0.19% (n = 360,000). AID 602162;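 active = fluorescence ratio to DMSO below 75%, the collection mean minus 3 SD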;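 note: signal is porphyrin accumulated inside mitochondria; 100% equals median channel fluorescence of DMSO control wells; lower ratio means ABCB6 inhibition with less porphyrin fluorescence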
hiPSC survival: hiPSC single-cell survival enhancement; ATPlite luminescence; 100% = ROCK inhibitor wells, 0% = DMSO; survival enhancement, % at 20 µM; actives 0.044% (n = 360,000); AID 602274; in the data active = survival enhancement above about 18%;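 note: cells exposed to compounds for 16 hours before the ATP read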
HTR2A ag: mouse HTR2A agonism via beta-arrestin recruitment | activation, % at 7.6 µM | actives 0.66% (n = 360,000) | CHO-K1 mHTR2A beta-arrestin complementation, luminescence; percent of 30 µM serotonin response;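 active = activation above a run cutoff, the mean activation of all tested compounds plus 3 SD, cut at about 14% in these data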;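 note: 0% = plate median of compound wells and 100% = 30 µM serotonin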
MC4R antagonist: blocks human MC4R cAMP signaling; P32245; MC4R-expressing cells, MTII-stimulated cAMP, LANCE TR-FRET; inhibition, % at 6.5 µM; actives 0.48% (n = 360,000);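 active = inhibition above its plate's cutoff, the mean of tested wells on that plate plus 3 SD, cut at about 29% in these data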;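 note: 0% = Melanotan II alone and 100% = Melanotan II plus saturating MCL0020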
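System: U2OS cells stably expressing human melanocortin 4 receptor (MC4R). Reagent: Melanotan II challenge after compound preincubation. Doses: 6.5 µM. Times: 30-min compound, 1-h challenge, 1-h detection, room temperature. Measured by: TR-FRET with Eu-cAMP and labeled anti-cAMP, 671 nm. Replicates: singlicate.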
MC4R barr agon: activates human MC4R beta-arrestin recruitment | actives 0.98% (n = 360,000) | activation, % at 8.9 µM | P32245 | U2OS MC4R beta-arrestin complementation, luminescence; percent of melanotan II response, DMSO zero;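 active = activation above a per-plate cutoff, the mean activation of sample wells on that plate plus 3 SD, cut at about 8% in these data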
H9c2 protect: myocardial damage modulation in H9c2 cells; H9c2 cardiomyocytes, H2O2 injury protection, ATPLite, 2 h; protection from H2O2 cell death, % at 20 µM; actives 0.63% (n = 360,000); AID 588492;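 active = compounds giving at least 50% protection of heart cells from peroxide-induced death in the single-dose screen, raw or plate-pattern-corrected value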;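 note: 0% = DMSO wells with peroxide and 100% = DMSO wells without peroxide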
aDG glyco up: alpha-DG glycosylation activation | activation, % at 10 µM | Pro5-aDG cells, alpha-DG glycosylation AlphaScreen (IIH6); 0% Pro5, 100% B10-LARGE cell signal | actives 0.22% (n = 360,000);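 active = activation of at least 8% versus controls, or a plate z-score of at least 8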;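 note: Pro5 are CHO cells carrying HIG-tagged alpha-DG that lacks glycosylation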
Starred values were filed as active, the others as inactive. Rows are unselected; 4.5% or so of the library scored in one or more.

molecule	Exocytosis inh	ABHD5 PLIN5 PPI	N-glyco inh	ABCB6 inh MLPCN	hiPSC survival	HTR2A ag	MC4R antagonist	MC4R barr agon	H9c2 protect	aDG glyco up
O=C(CCCN1C(=O)/C(=C/c2ccccc2)SC1=S)Nc1ccc(C(=O)O)c(O)c1	-1.3	7.9	2.8	105.0	-0.3	-4.5	-1.9	-2.6	-5.3	-0.6
CCCCC(=O)Nc1ccc(NC(=S)NC(=O)CC)cc1OC	-8.4	6.0	-0.9	100.0	-1.5	0.5	-6.8	-0.1	2.6	0.1
COc1ccc(Nc2nc(C)c(-c3ccccc3)s2)cc1	13.6	-10.2	-0.9	103.0	-2.1	-3.1	-6.5	7.2	-7.8	-0.3
COc1ccc(CN=C(N)N=C(N)N)cc1Cl	-0.1	6.6	-3.2	94.0	-0.8	-1.9	8.4	0.7	-6.7	0.3
N#CCCN(Cc1cccnc1)S(=O)(=O)c1ccc2ccccc2c1	-2.5	-2.2	-0.1	92.0	-0.2	-3.2	-1.9	-4.4	1.5	0.1
Cc1noc(C)c1C(=O)OCC(=O)N(C)C1CCS(=O)(=O)C1 (stereo not drawn)	-2.6	0.4	-0.4	97.0	0.2	1.7	-0.7	-1.1	2.5	-0.1
CCCCCN(C(=O)CCC(=O)OCc1ccccc1F)c1c(N)n(CCCC)c(=O)[nH]c1=O	13.3	-5.9	-0.8	93.0	0.2	5.8	-0.6	-0.2	0.4	0.1
Cc1cc(C(=O)NC2CCCc3c2cnn3-c2ccc(C(C)(C)C)cc2)nn1C (stereo not drawn)	10.1	-3.3	0.4	89.0	0.1	10.6	9.5	-0.2	-16.3	4.3
Cc1onc(-c2ccccc2Cl)c1C(=O)OCC(=O)c1c(N)n(C)c(=O)n(C)c1=O	2.9	-4.8	2.8	105.0	0.2	1.2	13.1	1.2	4.0	0.1
O=C(CCc1ccccc1Cl)Nc1ccc(S(=O)(=O)N2CCOCC2)cc1	-0.5	5.5	-4.7	99.0	0.5	-0.1	7.5	-0.9	-0.5	0.1
Cc1ccc(-n2c(C)csc2=N)cc1	-2.2	-2.0	-3.6	100.0	-3.3	-0.6	2.4	3.3	-7.8	0.3
CC(C)(C)n1ncc2c(=O)n(CC(=O)N3CCCc4ccccc43)cnc21	-2.2	-1.9	-0.6	95.0	0.8	-6.2	5.7	0.7	7.0	-0.3
CC1CCCN(C(=O)COC(=O)CNC(=O)c2sc3ccccc3c2Cl)C1 (stereo not drawn)	-1.2	1.8	2.4	96.0	0.4	-3.1	24.4	-0.9	0.0	0.0
C[C@@H]1CN([C@@H](C)CO)C(=O)c2cc(NC(=O)Nc3ccc4c(c3)OCO4)ccc2O[C@H]1CN(C)S(=O)(=O)c1ccc(F)cc1	-3.3	-6.0	-8.3	100.0	-2.4	1.4	12.8	2.1	19.5	0.0
CC1=NN(CCC#N)C(=O)/C1=C/c1ccc(N(C)C)cc1	1.0	16.6	1.8	100.0	-0.8	-1.5	-18.4	-1.8	2.8	0.2
O=C(O)c1cc(O)c2c(c1)[C@H]([C@H]1c3cc(C(=O)O)cc(O)c3C(=O)c3c(O[C@@H]4O[C@H](CO)[C@@H](O)[C@H](O)[C@H]4O)cccc31)c1cccc(OC3O[C@H](CO)[C@@H](O)[C@H](O)[C@H]3O)c1C2=O (stereo partly drawn)	2.8	1.0	-2.7	105.0	-3.5	-5.0	-2.1	-1.9	15.0	-0.1
O=C(O)CN1C(=O)C2C3CCC(C3)C2C1=O (stereo not drawn)	0.3	-3.5	1.9	82.0	2.5	0.7	10.1	1.0	3.3	-0.2
COc1ccc(NC(=O)[C@@H](NC(=O)N2C[C@H]3C[C@@H](C2)c2cccc(=O)n2C3)C(C)C)cc1OC	-1.2	1.4	4.3	101.0	-0.3	-4.9	10.8	-2.5	-0.2	0.2
O=C(CSc1nnc(CNc2ccc(F)cc2)n1Cc1ccco1)N1CCCC1	-1.3	8.9	-1.4	96.0	-1.4	2.8	13.3	-2.4	-7.9	0.3
CN(Cc1ccccc1)S(=O)(=O)c1ccc(OCC(=O)N2CCOCC2)cc1	2.4	2.5	-1.6	93.0	1.0	-0.7	0.4	-1.2	0.1	-0.2
COc1ccc(NC(C)C(=O)N/N=C/c2cc(Br)ccc2OC)cc1 (stereo not drawn)	24.1	1.8	-2.2	99.0	-1.5	-0.8	-9.1	-1.1	-3.2	0.7
COCCn1c(-c2ccc(C)cc2)nc2oc3cc(OC)ccc3c(=O)c2c1=O	-6.8	-4.0	1.7	104.0	-0.4	3.5	1.8	-0.5	5.5	-0.1
Cc1cc(C)nc(N(C#N)Cc2cccc([N+](=O)[O-])c2)n1	-0.7	1.4	-0.8	97.0	0.1	-3.1	-1.0	-1.9	15.2	-0.1
Cc1occc1C(=O)N1CCN(S(C)(=O)=O)CC1	-0.2	-7.1	2.5	102.0	3.2	1.0	7.3	-0.7	-6.2	0.1

The last two entries of the part before are carried over, then new ones follow.
molecule	Exocytosis inh	ABHD5 PLIN5 PPI	N-glyco inh	ABCB6 inh MLPCN	hiPSC survival	HTR2A ag	MC4R antagonist	MC4R barr agon	H9c2 protect	aDG glyco up
Cc1cc(C)nc(N(C#N)Cc2cccc([N+](=O)[O-])c2)n1	-0.7	1.4	-0.8	97.0	0.1	-3.1	-1.0	-1.9	15.2	-0.1
Cc1occc1C(=O)N1CCN(S(C)(=O)=O)CC1	-0.2	-7.1	2.5	102.0	3.2	1.0	7.3	-0.7	-6.2	0.1
CC(Nc1c([N+](=O)[O-])c(=O)oc2ccccc12)c1ccccc1 (stereo not drawn)	-1.8	9.2	0.9	90.0	0.1	-2.8	-26.2	2.3	-7.7	0.0
CCCNC(=O)CSc1nccn1Cc1ccco1	-2.7	-4.5	2.5	98.0	0.4	4.2	0.9	-2.0	7.5	0.0
COC(=O)/C(=C1/Oc2ccc(C)cc2S1)C(F)(F)F	3.4	-0.8	0.9	107.0	1.9	6.1	-5.5	2.2	-6.7	0.2
CCn1c(-c2ccco2)n[nH]c1=S	0.4	0.3	2.4	87.0	1.3	-0.5	18.9	-1.6	-7.4	0.2
CCOC(=O)C1=C(C)NC(=O)NC1/C(C)=C/c1ccccc1 (stereo not drawn)	-0.8	7.2	-1.8	103.0	-2.7	0.8	2.1	0.2	9.3	-0.3
COc1ccccc1NC(=O)CSc1nc2c(oc3ccccc32)c(=O)n1C	9.2	0.0	-1.7	92.0	1.0	1.5	-2.2	-1.8	31.9	-0.1
COC(=O)C(Cc1ccccc1)NC(=O)c1cccc(S(=O)(=O)N(C)C)c1 (stereo not drawn)	-3.3	-4.0	-0.1	101.0	2.2	-0.5	11.2	-2.6	5.8	-0.3
CCC(Sc1nc(C)cc(=O)[nH]1)C(=O)Nc1ccc(Cl)cn1 (stereo not drawn)	-6.9	5.2	2.2	103.0	3.0	7.2	3.1	-1.2	5.8	0.0
COc1cccc(O)c1CN1CCC(Oc2ccc(C(=O)NCc3ccccn3)cc2)CC1	0.7	0.4	-2.6	96.0	0.2	0.1	-1.4	-2.8	5.6	1.1
O=C(Nc1ccon1)c1ccc(Br)o1	3.0	5.0	0.8	100.0	0.0	1.7	8.4	-0.8	-7.7	-0.1
Cc1ccc(C)n1-c1ccc(C(=O)NCc2ccncc2)cc1	-1.9	7.5	7.6	100.0	-1.6	-2.0	28.1	0.7	-4.2	-0.7
CN(c1ccccc1)S(=O)(=O)c1ccc(C(=O)Nc2nnc(C3CC3)s2)cc1	2.0	-8.1	0.1	99.0	-0.5	-1.8	13.8	1.5	6.7	-0.2
CCOCCCNC(=O)CN1C(=O)COc2ccc(S(=O)(=O)N3CC(C)CC(C)C3)cc21 (stereo not drawn)	-1.0	-3.1	0.5	101.0	-0.4	4.5	4.4	-1.5	5.1	-0.1
COc1cc(NC(=O)CCn2c(=O)oc3ccccc32)cc(OC)c1OC	-4.6	-2.3	0.4	164.0	1.9	-0.2	1.8	0.8	0.3	-0.1
Fc1ccccc1OCCSc1nnnn1-c1ccccc1	1.9	-4.7	-11.4	100.0	-1.9	-4.0	4.2	0.3	-9.2	-0.1
CN(C)S(=O)(=O)c1ccc(NC(=O)COC(=O)c2n[nH]c3ccccc23)cc1	0.6	-1.8	-2.9	93.0	-2.2	-1.9	13.8	-0.7	-11.7	0.1
O=C(O)Cn1c2c(c3ccccc31)CCCC2	-2.7	-4.7	4.5	132.0	-0.8	1.6	-1.3	-0.4	9.1	-0.1
O=C(Nc1cccc2nsnc12)c1cc2c(cc1Cl)Sc1nccn1S2(=O)=O	-0.2	-13.8	1.4	102.0	18.9	-1.1	7.1	-0.4	1.1	0.3
CCn1c(SCC(=O)N2CCCCC2C)nc2c1c(=O)n(C)c(=O)n2C (stereo not drawn)	-4.0	-11.5	-1.0	105.0	-0.3	4.3	10.4	1.1	6.5	-0.2
CN1CCCC1(C)C(=O)NCc1ccc(F)cc1Cl (stereo not drawn)	-7.9	-2.8	3.3	101.0	0.1	-0.9	10.4	0.4	-0.1	-0.1
Cc1cccn2c(=O)c3cc(C(=O)NC(C)c4ccccc4)c(=N)n(CCCn4ccnc4)c3nc12 (stereo not drawn)	-4.3	-3.7	5.5	99.0	-0.6	-1.8	11.5	0.3	10.7	0.8
OC[C@@H]1CN(Cc2ccncc2)C[C@H](n2cnc3c(NC4CCCC4)ncnc32)O1	-3.8	3.5	-0.1	99.0	-3.2	9.2	-1.5	-0.2	0.9	-0.2
O=C(N/N=C/c1ccccc1C(=O)O)c1ccccc1Br	-9.7	-5.7	0.2	101.0	0.5	0.5	-2.5	0.0	-8.1	-0.1
COc1ccc(CNC(=O)C(C)N2C(=O)NC3(CCCCCCC3)C2=O)cc1 (stereo not drawn)	3.3	-0.4	0.5	104.0	-0.3	-3.9	5.5	-1.8	7.3	-0.1
Cc1ccc(-n2nnnc2SCC(=O)Nc2cccnc2Cl)cc1	-3.9	-2.4	-1.7	99.0	1.2	-4.3	19.7	-0.5	-13.3	0.6
CCC(=O)NC(=S)NNC(=O)c1ccc(OC)cc1	-2.4	-4.3	-1.2	100.0	-0.8	-4.8	1.7	-1.7	7.0	0.7
COc1ccccc1OCCCC(=O)Nc1ccc(N2CCOCC2)cc1	0.5	-1.3	1.2	97.0	3.6	3.0	-8.3	-1.9	0.2	-0.1
CCO[C@@H]1OC(C(=O)Nc2ccccc2)=C[C@H](c2csc3ccccc23)[C@H]1CCCO	2.8	-2.8	-1.7	93.0	3.1	0.7	0.5	-0.2	2.6	0.5
COc1ccc([N+](=O)[O-])cc1C(=O)C(=O)c1ccccc1	-4.6	3.4	0.7	97.0	1.4	-3.1	-6.5	-0.5	1.5	0.1
CC(C)(C)c1cc(=O)n(-c2ccccc2)[nH]1	8.4	25.7*	-0.2	107.0	5.4	4.3	-5.4	-0.1	4.2	0.2
